# BCR signal inh = chronic active BCR signaling inhibition; ABC-DLBCL IkBa-CBG/CBR reporter, luminescence ratio, 4 h; Potency, µM (highest dose often 46.1 µM), for inactives: top-dose ratio change, negative = lower green/red ratio, hits mostly inhibitors; 0.05% of 340,000 active; AID 493014; active = well fitted inhibition curve with a large enough effect in the signal ratio, with a control signal flat, not every such curve was filed as active; inconclusive = small, poorly fitted or top-dose-only effect, or effect the other way, or a change in a side signal; the % refers to the signal ratio;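 note: potency is the fitted concentration of half-maximal effect; plate controls were basal doxycycline-induced cells for no effect and cells given 10 µM MG132 for full effect; MG132 reads +100%, hits lower the ratio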
#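 TMD8 human ABC-DLBCL cells with doxycycline-inducible IκBα–green luciferase fusion and unfused red luciferase, in 0.5% FBS medium; compounds up to 46 uM, 4 h at 37C. Green/red luminescence ratio, filter-overlap corrected, fitted to concentration-response curves.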
# Tb PFK inh = T. brucei PFK enzyme inhibition | T. brucei PFK, ADP-Glo luminescence | Potency, µM (highest dose often 57.5 µM), inactives show top-dose activity, negative = inhibition, actives largely listed as inhibitors | 0.17% of 330,000 active;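 note: potency is the fitted concentration of half-maximal effect; 0% = uninhibited 1x PFK enzyme wells and -100% = no-enzyme wells; nearly all actives have a fitted effect of over 60% in size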
#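 PFK 1.25 nM, F6P 0.5 mM, ATP 0.1 mM, 0.1 M TEA pH 8.0, 5 mM MgCl2, 0.01% Tween20, 0.1% BSA; 45 min RT. ADP-Glo readout. qHTS titration up to 57 uM; curves fitted, compounds curve-classed.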
# TCR activator = T cell receptor activation; 330,000 tested, under 10 active; primary human leukocytes, anti-CD3, IL-2 HTRF, 48 h; Potency, µM (titrated, usually from 9.22 µM), inactives show at the top dose activation of IL-2 secretion, actives largely listed as activators; AID 504894; note: % of control where 0% means no effect
#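 TCR engagement came from a-CD3 beads alone, with compounds added to primary human leukocytes for 48 hr. Secreted IL-2 bridged europium cryptate- and d2-labelled anti-IL-2 antibodies, giving FRET emission at 665nm after 320nm excitation.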
# Mito fusion yeast = mitochondrial division inhibition or fusion activation; Potency, µM (highest dose often 46.1 µM), without a hit: top-dose growth rescue (activation), most hits filed as activators; 0.23% of 320,000 active; S. cerevisiae fusion-defective mutant growth rescue, CellTiterGlo 48 h;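 note: potency is the fitted concentration of half-maximal effect; % of control where 0% means no effect; nearly all actives have a fitted effect of over 45% in size; temperature-sensitive fusion mutants such as fzo1-1 at 37 °C on non-fermentable ethanol glycerol medium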
#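 Yeast fusion mutant, YPEG (non-fermentable carbon), compound, 48 h at 37C non-permissive; CellTiterGlo added, 10 min RT, luminescence read. Rescued growth = division inhibition.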
# a7 integrin act = activators of alpha7 integrin expression for muscular dystrophy; 0.064% of 350,000 active; Potency, µM (top dose mostly 38.3 µM), without a hit: top-dose activation, usual class: activators; alpha7betagal myoblasts, beta-gal FDG fluorescence, 48 h;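 note: potency is the fitted concentration of half-maximal effect; 100% = response of the positive control SU9516; nearly all actives have a fitted effect of over 60% in size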
#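 alpha7betagal+/- myoblasts (passage 13, 250/well) treated 48 h at 37C with compounds at 1:260 dilution of DMSO stock. Lysed, then beta-galactosidase activity read as FDG fluorescence (ex 480/em 540) after 30 min, with pre-read for autofluorescence.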
# ELG1 repair inh = ELG1-dependent DNA repair inhibition | 2.3% of 330,000 active | Potency, µM (doses to about 46.1 µM), without a hit: at the top dose activity change, negative = inhibition, actives largely listed as inhibitors | HEK293T ELG1-luciferase reporter, luminescence, 16 h; DNA damage induced by 5-fluorouridine; note: potency is the fitted concentration of half-maximal effect; % is set by controls: 0 for no effect and ±100 for the full control effect; nearly all actives have a fitted effect of over 55% in size
#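 In this reporter screen, reduction of luminescence relative to DMSO vehicle indicated activity. Compounds and 5-fluorouridine were added together to 2,000 cells per well, incubated for 16 hr at 37 °C, then developed with ONE-Glo.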
# AT treatment = candidate therapy for ataxia-telangiectasia | Potency, µM (titrated, usually from 57.5 µM), for inactives: at the highest dose activation, usual class: activators | […] A-T fibroblasts, KAP-1 phosphorylation AlphaLISA; neocarzinostatin DNA damage 30 min before lysis | 0.19% of 320,000 active; note: potency is the fitted concentration of half-maximal effect; % of control where 0% means no effect; nearly all actives have a fitted effect of over 45% in size
#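 ATM-like activity read as KAP-1 phosphorylation via AlphaLISA donor/acceptor antibody pairs after lysis and 6 hr at 25C. Cells were ATM-null patient fibroblasts ([…], hTERT), dosed 60 min, then exposed to the DSB inducer NCS for 30 min.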
# Eya2 inh = Eya2 (human) phosphatase inhibition; O00167; recombinant Eya2, OMFP fluorescence dephosphorylation (OMFP is methylfluorescein phosphate); Potency, µM (series often up to 76.9 µM), inactives show at the highest dose activity, negative = inhibition, hits mostly inhibitors; 0.006% of 330,000 active; AID 488837; note: potency is the fitted concentration of half-maximal effect; % is set by controls: 0 for no effect and ±100 for the full control effect
#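 Eya2 protein (added as 0.2 uM solution) was preincubated with compound for 10 min at ambient temperature in 50 mM HEPES pH 7.5, 50 mM NaCl, 5 uM MgCl2, 0.05% BSA, 1 mM DTT. OMFP (added at 50 uM) then reacted 10 min; fluorescence read at 485/525 nm.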
# TSG101-PTAP inh = blocks PTAP/TSG101 interaction to inhibit HIV-1 budding | Q99816 | Fluorescence polarization, FITC-PTAP peptide / Tsg101 binding | Potency, µM (series often up to 115 µM), for inactives: at the top dose activity change, negative = inhibition, usual class: inhibitors | 340,000 tested, under 10 active; active = well fitted inhibition curve with a large enough effect in the main read-out, with a control signal flat, not every such curve was filed as active; inconclusive = small, poorly fitted or top-dose-only effect, or effect the other way, or a change in a side signal; inactive = no such curve, though single readings can be large or run the other way; note: potency is the fitted concentration of half-maximal effect; % of control where 0% means no effect
#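 Compounds were pin-transferred onto Tsg101 binding domain (10 uM final) in HEPES pH 7.5 buffer, then FITC-PTAP peptide was added at 50 nM final. After 20 min at RT, polarization reported peptide displacement across a qHTS concentration series.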
# TSHR antag = blocks TSH signaling through the human TSH receptor. 0.2% of 330,000 active. TSHR-expressing cells, TSH-stimulated cAMP HTRF, 2 h; hits give low values. P16473. activity change, negative = inhibition, % at 11.5 µM;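 active = activity change below a set negative limit, meaning inhibition stronger than a set level, cut at about -70% in these data; inconclusive = activity change between two set negative limits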; note: % is set by controls: 0 for no effect and ±100 for the full control effect
# Target sequence (P16473 whole entry, looked up): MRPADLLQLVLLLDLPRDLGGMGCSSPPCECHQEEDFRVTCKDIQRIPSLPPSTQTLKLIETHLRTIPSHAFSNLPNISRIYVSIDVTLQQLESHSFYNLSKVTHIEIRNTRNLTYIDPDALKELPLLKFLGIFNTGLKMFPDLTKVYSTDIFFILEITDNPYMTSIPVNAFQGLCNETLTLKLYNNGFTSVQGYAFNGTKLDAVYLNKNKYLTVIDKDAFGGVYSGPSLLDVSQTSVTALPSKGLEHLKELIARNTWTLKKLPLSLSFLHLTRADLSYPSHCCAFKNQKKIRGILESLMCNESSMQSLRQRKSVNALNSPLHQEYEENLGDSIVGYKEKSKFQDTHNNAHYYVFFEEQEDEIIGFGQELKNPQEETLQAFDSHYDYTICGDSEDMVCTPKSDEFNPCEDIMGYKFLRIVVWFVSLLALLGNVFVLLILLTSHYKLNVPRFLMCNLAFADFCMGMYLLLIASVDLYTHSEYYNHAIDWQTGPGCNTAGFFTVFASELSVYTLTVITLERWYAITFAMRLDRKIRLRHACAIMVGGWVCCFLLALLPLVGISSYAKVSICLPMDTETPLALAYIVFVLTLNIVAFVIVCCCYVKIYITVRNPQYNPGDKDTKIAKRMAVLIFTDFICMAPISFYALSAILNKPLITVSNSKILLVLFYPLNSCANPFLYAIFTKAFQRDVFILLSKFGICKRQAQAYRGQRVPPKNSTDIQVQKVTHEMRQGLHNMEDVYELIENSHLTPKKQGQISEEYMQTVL
#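 Freshly harvested TSHR cells receive pin-tooled compound, then EC80 TSH at 4nM final. After 2 hours at 37 deg C, antibody in lysis buffer and cAMP-d2 are added; 30 minutes at ambient temperature precede the HTRF read.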
# S-ASM inh = blocks human secretory acid sphingomyelinase. P17405. placental ASM, HMU-PC fluorogenic substrate, 60 min. Potency, µM (titrated, usually from 57.5 µM), inactives show top-dose activity change, negative = inhibition, usual class: inhibitors. 0.006% of 340,000 active. AID 504937; note: potency is the fitted concentration of half-maximal effect
#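 HMU-PC0 cleavage (9 uM final) by human placental ASM, 60 min at 37 °C following 10 min compound exposure at RT; stopped at pH 10, fluorescence Ex 386/Em 447 nm.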
# * = called active by the depositor; ? = inconclusive; · = not tested or not shown; [ ] = another dose, or the depositor's remark. Unless noted, calls come from the whole dose curve; as a rule, active = well fitted curve in the direction sought with a large enough effect; inconclusive = small, poorly fitted or top-dose-only effect, or another doubt; inactive = no such curve, though single readings can be large; an effect the other way counts as inactive or inconclusive.
SMILES,BCR signal inh,Tb PFK inh,TCR activator,Mito fusion yeast,a7 integrin act,ELG1 repair inh,AT treatment,Eya2 inh,TSG101-PTAP inh,TSHR antag,S-ASM inh
O=C(Nc1nnc(C2CCCO2)s1)c1cccs1 (centres undefined),?,1.2%,·,9.9%,7.3%[7.66 µM],?,2.4%,-5.5%,-7.2%,-4.8,0.3%
O=C(Nc1ccccc1)c1cccc(S(=O)(=O)NCc2ccco2)c1,2.7%,1.6%,-1.9%,2.4%,-12.9%,-15.2%,2.7%,6.4%,-3.1%,15.3,-2.9%
CC(C)Cn1nc(C(=O)Nc2cccc(S(=O)(=O)N3CCCC3)c2)c2ccccc2c1=O,-1.7%,-2.0%,1.6%,-2.6%,-9.5%,20.6µM*,5.4%,10.6%,-2.3%,-19.8,-7.8%
CC(C)=CC(=O)Nc1ccc(Br)cc1,4.9%,-4.1%,-1.9%,20.0%,-55.4%[inhibitor],?,1.1%,1.5%,-3.7%,-6.6,-1.9%
CCOC(=O)C(CCCCCCP(=O)(c1ccccc1)c1ccccc1)NC(C)=O (centres undefined),0.0%,0.9%,3.2%,-1.0%,-12.5%,9.1%,5.4%,0.9%,-3.0%,-0.2,5.6%
O=c1oc(CCO)cc2ccc(-c3ccc4[nH]ccc4c3)cc12,?,-0.1%,0.0%,5.4%,20.2%,?,-1.2%,-0.1%,-3.4%,-8.3,3.4%
O=C(Nc1cccc(-c2cn3cccnc3n2)c1)Nc1ccccc1F,1.3%,-2.8%,-4.4%,-6.4%,15.6%,?,2.9%,-16.4%,-2.4%,3.6,124.6%[activator]
Cc1ccc(CN2CC(C(=O)O)CC2=O)cc1 (centres undefined),-1.1%,0.3%,-0.3%,1.0%,0.9%,7.7%,·,8.1%,-2.1%,-5.0,4.3%
CCN(CC)CCCN1C(=O)C(O)=C(C(=O)c2ccco2)C1c1ccc(OC(C)C)cc1 (centres undefined),1.0%,0.3%,3.0%,0.2%,8.5%,17.4%,-3.9%,12.4%,-5.8%,6.5,9.3%
CC(C)(C)c1ccc(NC(=O)CSc2n[nH]c(=O)n2C2CC2)cc1,-15.4%,-1.5%,8.2%,·,18.9%,0.0%,-4.1%,-17.9%,-12.9%,·,1.9%
FC(F)(F)c1ccc(N2CCN(c3cc(-c4ccccc4)nc4ncnn34)CC2)nc1,?,-0.4%,·,0.8%,-45.4%[inhibitor],?,2.1%,12.0%,-2.4%,-26.9,?
Cc1ccc(S(=O)(=O)N2CCN(CC(=O)NC(=O)NCc3ccccc3)CC2)cc1C,6.5%,1.5%,3.2%,-4.5%,20.7%,1.6%,1.0%,-0.7%,-1.3%,3.5,-1.6%
CSc1cccc(CN2CCC(CCC(=O)NC3CC3)CC2)c1,2.3%,-2.2%,·,2.0%,-40.8%,-8.4%,3.1%,3.4%,0.4%,8.5,-2.2%
NC(=O)c1ccc(CN2CCc3ccccc3C2)cc1,?,-12.5%,-1.8%,-2.3%,10.1%,12.6%,1.7%,5.2%,0.1%,-43.9,3.0%
COc1cccc(C(=O)COC(=O)C(C)N2C(=O)C3C4C=CC(C4)C3C2=O)c1 (centres undefined),-2.5%,1.2%,1.9%,0.9%,-38.3%,0.3%,-4.3%,1.5%,0.9%,9.0,-0.8%
CCn1cc(CN2CCC(n3nccc3NC(=O)Cc3ccccc3)CC2)cn1,1.4%,-0.7%,-1.3%,-1.5%,-14.1%,10.4%,10.6%,-14.1%,-2.1%,-2.3,2.4%
CC(C)CCNCC1OCc2ccccc2CO1,-0.7%,-10.1%,-9.0%[46.1 µM],-2.8%,14.9%,-4.4%,6.0%,-10.0%,-0.2%,8.8,2.2%
COc1cccc(CNC(=O)CCCn2nc(C)c3c(C)n(-c4ccc(C)cc4)nc3c2=O)c1OC,7.6%,0.2%,-9.0%,2.3%,-5.6%,-7.9%,-2.5%,-2.0%,-4.5%,2.9,2.9%
COc1ccc(CC(=O)OCC(=O)Nc2cccc(Cl)c2)cc1,-0.1%,-8.0%,-5.5%,1.9%,-25.1%,-2.8%,-5.9%,3.1%,1.6%,-3.3,-19.3%
Cn1c(=O)[nH]c(=O)c2c1nc(NCCCO)n2Cc1ccc(F)cc1,0.0%,-3.8%,-0.8%,3.1%,-12.9%,?,-1.8%,-4.3%,0.3%,10.8,2.6%
CCCCNC(=O)c1cc(-c2ccc3c(c2)OCO3)on1,-4.7%,0.5%,6.2%,-19.1%,8.0%,?,4.9%,-13.9%,-7.7%,-3.9,115.6%[activator]
CC(=O)COC(=O)c1cccc(N2C(=O)C3C4C=CC(C4)C3C2=O)c1 (centres undefined),-4.1%,3.2%,2.0%[46.1 µM],-3.1%,9.2%,10.7%,0.6%,5.2%,-7.0%,-5.9,0.8%
O=C(CCS(=O)(=O)c1ccccc1)Nc1nncs1,?,2.5%,-0.7%,-3.5%,-69.4%[inhibitor],2.5%,-5.6%,4.4%,-1.6%,-36.9,3.9%
O=C(C1CCN(S(=O)(=O)c2ccc(Cl)cc2)CC1)N1CCC1,0.1%,0.0%,8.2%,-1.6%,-9.2%,25.5%,7.6%,7.8%,0.3%,5.0,-3.2%
O=C(Nc1ccnn1C1CCN(Cc2c(F)cccc2Cl)CC1)C1CCCC1,-2.1%,6.3%,2.8%,-1.3%,-15.6%,-4.1%,-1.6%,-2.7%,-1.8%,-8.2,-0.5%
COC(=O)c1c(C)[nH]c(C)c1C(C)=O,-11.2%,3.1%,2.5%,-2.1%,2.4%,24.0%,0.5%,-12.9%,1.7%,11.4,0.4%
Nn1cnnc1N/N=C/c1ccc(Cl)cc1Cl,?,-11.9%,0.9%,6.8%,43.2%,-4.6%,25.7%,1.3%,-1.8%,15.1,-1.9%
C=C(C)CN(CC)C(=O)CC1C(=O)NCCN1Cc1c(F)cccc1Cl (centres undefined),-9.7%,-0.3%,4.6%,5.8%,6.8%,14.4%,3.4%,-8.4%,-2.0%,4.3,2.8%
CC(Cc1n[nH]c(=S)n1N)c1ccccc1 (centres undefined),1.0%,?,5.6%,-1.6%,?,5.7%,4.3%,1.8%,0.6%,1.8,-2.0%
COc1cc(/C=N/OCC(=O)NC2CCCCC2)ccc1OCc1ccccc1,?,-1.5%,-1.3%[46.1 µM],0.7%,-18.4%,-5.3%,2.2%,-4.6%,-1.4%,-21.2,-4.1%
CN(CC(=O)NCCc1ccc(S(N)(=O)=O)cc1)c1ccccc1,-1.8%,2.6%,0.8%,4.7%,3.8%,6.7%,4.5%,-10.5%,-1.4%,1.7,4.0%
COc1cccc(CC(=O)N2CCC(CCC(=O)Nc3cccc(OC)c3)CC2)c1,-1.4%,0.6%,7.4%,3.7%,27.1%,?,-2.6%,-2.6%,-4.2%,-6.8,4.0%
O=C1CCNc2c(Cl)cccc21,?,-1.0%,12.8%,-2.1%,-1.0%,10.0%,9.7%,6.3%,-3.6%,4.1,43.0%[activator]
COc1ccc(CNC(=O)/C(C#N)=C/c2cccc(OC)c2OC)cc1,11.2µM*,-4.3%,-2.5%,-2.3%,7.1%,-0.8%,18.5%,10.8%,-1.2%,16.8,3.7%
O=C(CSc1nnc(-c2ccccc2)o1)NC(=O)Cc1ccccc1,1.8%,0.1%,-2.0%,·,5.8%,?,-0.7%,-32.2%,-6.4%,-13.3,3.8%
CCOC(=O)C(C(=O)OCC)N(C#N)c1nc(C)cc(C)n1,3.1%,-0.1%,-4.5%,-1.1%,-2.0%,5.1%,-2.1%,3.0%,-5.1%,1.0,0.9%
COc1ccc(S(=O)(=O)N2c3ccccc3OCC2C(C)(C)C)cc1 (centres undefined),5.1%,-0.1%,-8.3%,-0.3%,-16.0%,-54.0%,3.2%,-0.5%,-4.8%,-9.4,5.4%
CCN(CC(=O)Nc1ccccc1OC)C(=O)C1CC2C=CC1C2 (centres undefined),·,·,-1.6%,3.6%,0.0%[7.66 µM],·,·,·,1.1%,·,2.0%

# Compound activity as filed in PubChem.
